Compound activity deposited in PubChem by several laboratories.
AID2073: inhibitors of Mint1-CaV2.2 protein interaction, biochemical, HTRF (AID 2073). HTRF protein-protein interaction, Mint1-CaV2.2; higher % means a stronger effect. inhibition, % at 20 µM, or IC50 in µM where a hit was titrated. hit rate 0.19% among 290,000; in the data active means inhibition mostly above about 51%, no sharp cut-off; inconclusive means no clear call, values can overlap the other calls; inactive means mostly below about 53%; further: some results filed as inactive read as strong as hits
Yfh1-off respiration: mitochondrial function rescue without frataxin homolog – Friedreich's ataxia, plus single-dose screen, dose response (AID 1465); hit rate 0.074% among 220,000; fold induction at 50 µM; hits with a dose series show EC50 in µM; S. cerevisiae Yfh1-off respiration, WST-1 reduction, 72 h; higher fold induction means a stronger effect;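 active means fold induction of absorbance versus untreated yeast above a set limit, then at least 30% activation at any dose in follow-up; inconclusive means repeats straddling the limit, or above it without dose testing; inactive means fold induction below the set limit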;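 further: activators that raise dye reduction in frataxin-depleted yeast; strong numbers were not always called active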
Autophagy HCS: autophagy modulation, high-content screen; MEF GFP-LC3 puncta imaging; test concentration mostly 10 µM; calls only at 10 µM (by protocol); hit rate 0.98% among 190,000;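 active means percentage of spot-positive cells more than 3 SD above its plate mean, without a fluorescence outlier flag or 80% toxicity; inconclusive means no clear call, values can overlap the other calls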;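 further: spot-positive cell cutoff set from DMSO-treated cells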
WT yeast gro inh: growth inhibition of WT yeast, mitochondrial fusion screen | mitochondrial fusion phenotypic screen, WT strain | inhibition, % at 10 µM | hit rate 2.1% among 190,000 | AID 1362; in the data active means inhibition above about 58%; tested in S. cerevisiae
HIV fusion peptide: inhibitors of HIV fusion peptide binding, primary screen, biochemical, uHTS, fluorescence dequenching (AID 1986) | cell-free peptide binding, fluorescence dequenching, 30 min; higher % means a stronger effect | inhibition, % at 20 µM; hits with a dose series show IC50 in µM | hit rate 0.3% among 290,000; in the data active means inhibition mostly above about 52%, no sharp cut-off; inactive means mostly below about 76%; further: some results filed as inactive read as strong as hits
bCat nuc transl: modulators of beta-catenin nuclear translocation. nuclear translocation activity, % at 5 µM. HeLa beta-catenin nuclear translocation, immunofluorescence imaging. hit rate 0.3% among 190,000;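 active means nuclear translocation activity above 50% at 5 µM, with a well cell count of 50 or more; inconclusive means wells under 50 cells across six images, flagged as toxic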;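 further: per-cell ratio of nuclear to cytoplasmic median beta-catenin stain intensity; plate controls were DMSO negative control for no effect and GSK-3 inhibitor IX positive control for full effect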
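Signal – beta-catenin immunofluorescence imaging with DAPI · Test system – human HeLa cell line · Dosing – 5 µM primary single dose, 0.1% DMSO, 0.02–20 µM confirmation series · Measure – % activation, nuclear-to-cytoplasmic median beta-catenin signal ratio per cell · Incubation – 24 h compound exposure at 37°C, 5% CO2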
MT stabilizer: microtubule stabilization, imaging screen. % tubulin-high responders, % at 10 µM. HeLa tubulin immunostaining HCS, 24 h; share of cells brighter than vehicle mean+2SD. AID 2205. hit rate 0.83% among 200,000;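 active means plate Z-score above 3 for both tubulin-high and condensed-nucleus cell shares, with cell loss under 80%, at 10 µM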;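 further: anti alpha tubulin signal scored within the nucleus-defined area of each cell; some results filed as inactive read as strong as hits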
Dynein cargo inh: blocks dynein driven cargo transport along microtubules; hit rate 0.47% among 220,000; z-score, hits read low; 3617.4 mouse cells, GR-EGFP nuclear translocation imaging; test concentration mostly 20 µM; stimulated with dexamethasone, 1 µM; stronger effect = lower value;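 active means plate z-score of nuclear minus cytoplasmic receptor signal below a set negative limit, without overly bright fluorescence or cell loss, cut at about -3.5 in these data, passing the limit was not always enough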;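 further: z-score of nuclear minus cytoplasmic ring GR-EGFP intensity difference per well; some compounds called inactive have numbers as strong as hits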
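medium = tetracycline-free induction medium containing charcoal-stripped FBS | probe or stimulus = dexamethasone, 1.0 µM final | timing = 48 h induction, then 1 h compound, then 30 min agonist, 37 °C | detection = automated 10x imaging of fixed Hoechst-stained cells | read-out basis = nuclear versus cytoplasmic GR-EGFP signal, averaged per well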
Ins promoter up: MIN6 insulin promoter up-regulation; MIN6 insulin promoter-GFP reporter, high-content imaging; stronger effect = higher value; z-score at 5 µM; hit rate 0.3% among 190,000; AID 1625;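 active means z-score above 3 at 5 µM with at least 500 cells counted in the well; inconclusive means wells under 500 cells, flagged as cytotoxic or low count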
WT yeast gro inh mutant strain: second read-out of WT yeast gro inh, no call of its own (marks repeat the call); inhibition, %; mitochondrial fusion phenotypic screen, mutant strain inhibition
Dynein cargo inh cytoplasmic EGFP: further read-out of Dynein cargo inh, marked with its call; z-score; measured here: cytoplasmic GR-EGFP intensity; stronger effect = higher value
Dynein cargo inh nuclear GR-EGFP: recorded beside Dynein cargo inh, whose call it bears; z-score; measured here: nuclear GR-EGFP intensity;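 lower value marks the stronger effect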
Dynein cargo inh cell count: also measured in Dynein cargo inh; calls as there; z-score; measured here: cell count per field
Ins promoter up cell count: recorded beside Ins promoter up, whose call it bears; cell count; measured here: cytotoxicity, nuclei count;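 total cells summed across four imaged fields per well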
bCat nuc transl cell count 5 µM: recorded beside bCat nuc transl, whose call it bears; cell count; measured here: cell count, cytotoxicity flag
MT stabilizer Hoechst-high %: also measured in MT stabilizer; calls as there; % Hoechst-high responders; measured here: nuclear condensation Hoechst responders;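 share of cells brighter than vehicle mean plus two SD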
MT stabilizer cytotoxicity %: recorded beside MT stabilizer, whose call it bears; toxicity, %; measured here: cytotoxicity by cell density;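 0% = mean cell density of plate MIN control wells and 100% = no cells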
Autophagy HCS cell loss 18 h: second read-out of Autophagy HCS, no call of its own (marks repeat the call); toxicity, %; measured here: cell loss, nuclei count;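 cell loss after 18 h compound exposure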
* = called active by the depositor; i = inactive; ? = inconclusive; · = not tested or not shown.

SMILES	AID2073	Yfh1-off respiration	Autophagy HCS	Autophagy HCS cell loss 18 h	WT yeast gro inh	WT yeast gro inh mutant strain	HIV fusion peptide	bCat nuc transl	bCat nuc transl cell count 5 µM	MT stabilizer	MT stabilizer Hoechst-high %	MT stabilizer cytotoxicity %	Dynein cargo inh	Dynein cargo inh cytoplasmic EGFP	Dynein cargo inh nuclear GR-EGFP	Dynein cargo inh cell count	Ins promoter up	Ins promoter up cell count
COc1ccc(NC2c3ncccc3C(=O)N2Cc2cccs2)cc1 (stereo not drawn)	-18.9%	i	i	-3.2	-0.9	-8.4	-0.9%	-1.3	997	3.7	1.5	9.3	-0.977	-0.288	-0.141	1.02	0.54	1533
Cc1[nH]nc2ncc(C(=O)c3ccccc3O)cc12	8.1%	i	i	1.9	0.3	-7.3	2.4%	-2.7	932	4.5	1.2	9.8	1.19	-0.413	0.27	0.513	0.86	1171
O=C(N/N=C/c1ccccc1O)C(=O)Nc1ccccn1	1.9%	i	i	36.3	-6.0	3.8	-0.5%	1.4	1013	3.3	1.3	6.8	1.15	-0.281	0.485	-0.672	·	·
FC(F)(F)c1cccc(OCCOCCn2cncn2)c1	-7.1%	i	i	-0.4	-2.4	13.1	3.4%	·	·	2.9	2.3	9.8	-1.04	-0.236	-0.603	0.965	-0.17	1221
COc1ccc(Cc2nc(-c3ccc(Br)cc3)no2)cc1	3.1%	i	i	0.2	35.4	46.5	2.1%	-0.4	1027	2.5	1.2	0.8	1.79	0.384	1.59	-1.25	-0.38	1878
Cc1c(NC(=O)C(C)OC(=O)c2cccc([N+](=O)[O-])c2)c(=O)n(-c2ccccc2)n1C (stereo not drawn)	?	i	i	32.9	-1.3	-10.3	-1.8%	-2.4	1123	1.1	0.3	2.8	0.318	-0.227	0.378	-1.46	0.01	1295
COc1cc2c(cc1OC)C1(CCCC1)CNC2c1cccc([N+](=O)[O-])c1 (stereo not drawn)	11.3%	i	i	-29.3	9.7	-1.3	-2.0%	0.3	1132	1.6	2.2	6.4	1.42	-0.248	1.06	-0.806	0.05	1363
CCCCn1c(SCC(=O)N2CCCC2)nc2c1c(=O)n(C)c(=O)n2C	-1.7%	i	i	19.2	2.6	1.6	-0.8%	1.4	1354	3.0	1.6	10.5	2.11	-0.163	1.03	-1.44	-0.01	1600
CC1CCCCN1C(=O)Cn1cnc2c1c(=O)n(C)c(=O)n2C (stereo not drawn)	-5.0%	i	i	29.2	-4.8	-4.7	0.8%	-0.4	1517	4.8	1.1	12.9	1.89	0.27	1.25	-1.25	0.52	1406
CCCNC1CCS(=O)(=O)C1 (stereo not drawn)	12.4%	i	i	3.4	-11.8	-7.2	-1.6%	0.4	1363	3.0	2.2	6.3	0.713	-0.242	-0.718	-0.0735	0.35	1413
NC(=O)c1ccc(C(F)(F)F)n(Cc2cccc(Cl)c2)c1=O	9.7%	i	i	16.1	-19.3	-19.0	1.0%	18.3	844	3.1	2.5	1.7	1.32	-0.182	1.07	-0.624	-0.29	1248
CC(OC(=O)c1cc(S(=O)(=O)N(C)c2ccccc2)ccc1Cl)C(=O)Nc1ccc2c(c1)OCCO2 (stereo not drawn)	16.9%	i	i	6.3	15.1	1.6	1.4%	-0.2	988	1.9	1.2	6.0	0.92	-0.164	0.573	0.161	-0.15	1368
O=C(N1CCCC1)C(F)(F)Oc1ccc(F)cc1	-2.0%	i	i	6.7	1.3	-1.5	-0.8%	1.1	769	4.1	1.2	7.2	-0.0165	-0.343	0.584	0.0896	·	·
CC(C)Oc1ccc(/C=C(/NC(=O)c2ccccc2)C(=O)NCCC(=O)O)cc1	25.0%	i	i	-4.2	-6.4	17.7	1.4%	-0.3	1628	2.8	1.8	5.1	0.0695	-0.175	-0.285	-0.0476	-0.09	1514
CCC(=O)Nc1cccc(C(=O)OC)c1	3.9%	i	·	·	·	·	0.2%	0.0	1276	·	·	·	0.286	0.117	0.21	-0.571	0.12	1098
CC(=O)N1CCn2c3ccc(C)cc3c3cccc1c32	2.6%	i	i	3.4	2.6	-7.5	-1.0%	·	·	5.0	4.3	9.2	-0.797	-0.276	-0.426	0.312	·	·
O=C(O)CSc1nc(-c2ccccc2)c(-c2ccccc2)[nH]1	11.0%	i	·	·	·	·	4.7%	0.4	1327	·	·	·	0.376	-0.0896	0.608	-1.56	0.12	983
O=C(CN1C(=O)C2C3C=CC(C4CC34)C2C1=O)NCc1ccco1 (stereo not drawn)	-2.0%	i	i	-16.3	-8.5	-0.5	0.1%	-0.2	1443	2.5	3.4	11.7	-0.587	-0.356	-0.019	0.258	0.39	1316
CCOC(=O)C(=CNc1ccc(C)cc1C)C(=O)OCC	2.6%	i	i	10.9	9.7	8.6	0.7%	-2.3	1159	4.6	1.9	7.6	0.914	-0.204	0.153	-0.236	1.33	1798
CCn1c(C(=O)NCc2ccccn2)cc2sccc21	1.5%	i	i	2.3	-1.1	-16.8	-2.0%	-1.6	1094	2.2	3.9	9.7	-0.838	-0.298	0.358	0.904	0.45	1796
O=C(NCCCN1CCc2ccccc2C1)Nc1ccc(Cl)cc1	-5.6%	i	i	-0.5	2.7	5.8	-2.5%	0.3	1351	4.9	2.0	7.2	-0.532	-0.327	-0.0894	0.441	-0.79	1257
Cc1cccc(NC(=O)/C(=C\c2ccco2)NC(=O)c2cccs2)c1	-8.0%	i	i	12.0	-1.3	-13.8	1.6%	0.7	1324	2.2	1.6	7.5	-0.0908	-0.172	-0.327	-0.461	-0.66	1567
CN(C)CCCN(Cc1ccccc1)C(=S)Nc1ccc(OC(F)F)cc1	-31.7%	i	i	19.3	0.6	8.2	2.0%	-0.8	1078	5.4	1.9	10.4	0.126	-0.187	0.201	-0.206	-0.24	1518
Cc1cc(N2CCC(C)CC2)nc(NCc2ccccc2)n1	-3.6%	i	i	-37.8	63.4	63.9	-2.8%	-0.6	507	13.2	5.9	35.3	-0.795	-0.132	0.171	-0.0265	-2.77	531
Cc1ccc(C(=O)CN2/C(=C(\O)c3ccccc3)C(=O)c3ccccc3S2(=O)=O)c(C)c1	7.1%	i	i	-22.2	55.4	-11.6	4.3%	1.7	1466	2.3	1.5	0.1	1.89	-0.17	1.85	-0.674	0.27	1093
NNS(=O)(=O)c1ccc(N2CCCC2=O)c([N+](=O)[O-])c1	3.8%	i	i	6.5	-18.1	-22.6	0.8%	-1.7	896	2.6	2.7	11.4	2	-0.179	0.603	-0.117	-0.41	1508
Cc1nc(SCC(=O)c2c(C)[nH]c3ccccc23)c2c(=O)n(C)c(=O)n(CC(C)C)c2n1	-2.0%	·	·	·	·	·	-0.4%	-0.9	746	·	·	·	·	·	·	·	-0.56	953
COc1ccc(-c2csc(Nc3cccnc3)n2)cc1OC	-9.7%	i	i	4.4	-1.3	-8.7	0.5%	-1.0	889	2.2	1.8	3.9	0.494	-0.049	0.56	-0.57	-0.95	1426
O=S(=O)(c1ccc(-c2nnc(SCc3ccccc3)o2)cc1)N1CCCC1	4.5%	i	i	-16.7	11.5	18.1	0.4%	-3.3	985	4.5	2.7	5.7	-0.79	-0.204	-0.166	0.0728	·	·
OC(c1nc2ccccc2[nH]1)C(O)C(O)C(O)c1nc2ccccc2[nH]1 (stereo not drawn)	1.7%	i	·	·	·	·	-1.3%	1.0	1224	·	·	·	0.621	-0.0691	0.652	-0.526	-0.61	1048
O=C(NC(=S)NCC1CCCO1)C(c1ccccc1)c1ccccc1 (stereo not drawn)	-2.7%	i	i	9.8	8.3	-1.1	1.8%	0.4	1139	8.9	2.3	8.0	-0.741	-0.156	-0.407	0.309	0.02	1441
Cc1cccc2c1N(C(=O)CN1C(=O)c3ccccc3C1=O)C(C)(C)c1ssc(=S)c1-2	-0.5%	i	i	3.4	37.5	-8.1	1.0%	-0.5	933	4.2	3.8	7.4	1.77	-0.0629	2.7	-2.07	0.96	2369
O=c1oc(-c2cccs2)nc2sc3c(c12)CCCCC3	0.8%	i	i	-3.9	9.9	-5.4	-0.7%	-7.1	969	1.8	2.1	8.0	1.65	-0.32	0.665	-0.562	0.34	1263
O=C1CC(N2CCN(C/C=C/c3ccccc3)CC2)C(=O)N1CCc1ccccc1 (stereo not drawn)	-2.4%	i	i	-1.8	-6.8	18.5	-0.1%	2.4	1156	6.1	3.9	7.0	0.995	-0.247	0.376	-0.881	-0.75	974
COc1cc(-n2c(=O)c3ccccc3n(CC(=O)c3ccccc3)c2=O)cc(OC)c1OC	46.6%	i	i	-0.3	-1.3	-10.5	-2.8%	-0.4	1158	1.8	1.1	2.2	0.736	-0.211	-0.0571	0.228	-0.08	1272
Cc1ccc(-n2nc(C)c3c(C)c(CCC(=O)NCc4ccco4)c(C)nc32)cc1	11.8%	·	i	12.1	0.9	5.1	1.0%	·	·	2.2	3.4	4.7	-1.09	0.016	-0.58	-0.0215	0.63	951
COCCN(CC(=O)Nc1cccc(C)c1)S(=O)(=O)c1ccc(S(=O)(=O)N2CCCC2)cc1	-3.2%	i	i	14.4	10.8	-0.4	-2.2%	-4.3	861	6.0	2.0	1.2	1.83	-0.431	1.63	-0.943	0	1241
Cn1c(=O)c2c(nc(SCC(=O)O)n2Cc2cccc(C(F)(F)F)c2)n(C)c1=O	-6.1%	i	i	2.1	-6.4	-61.2	-0.2%	-0.2	1089	7.2	1.8	98.0	3.2	0.535	2.5	-4.33	0.22	1304

Hits appear at their usual frequency (roughly 4.2% active in at least one column).
